BRCA1 expr up = qHTS Assay to Identify Small Molecule Activators of BRCA1 Expression. MCF7-BRCA1-FFLuc reporter, luminescence, 48 h; response scale: scaled: vehicle 0%, 10 µM genistein 100%. Potency, µM (titrated, usually from 46.1 µM), inactives show at the top dose activation, usual class: activators. 1.1% of 380,000 active; active = well fitted activation curve with a large enough effect; inconclusive = small, poorly fitted or top-dose-only effect; inactive = no such curve, though single readings can be large or run the other way; note: nearly all actives have a fitted effect of over 80% in size; some results filed as inactive show a strong effect at the top dose
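MCF7 cells carrying a BRCA1-firefly luciferase reporter (2000 cells/well, phenol-red free MEM) were attached for 2 h at 37 °C, then given compounds for 48 h. Luminescence was read 15 min after luciferase reagent; activity normalized to genistein (10 microM) and DMSO.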
* = called active by the depositor; ? = inconclusive. Potency is the fitted concentration of half-maximal effect.

SMILES | BRCA1 expr up
CCCS(=O)(=O)NC(=O)C1(C)CCCN(C(=O)c2cccc(C)c2C)C1 (configuration not stated) | -1%
CC(O)(c1ccc(F)c(F)c1)c1nc(-c2cc3ccccc3o2)cs1 (configuration not stated) | -27%
CN(Cc1ccc(Cl)cc1Cl)C(=O)Cc1ccc(S(=O)(=O)N2CCOCC2)s1 | -3%
CN1CCN(c2ccc(CNC(=O)c3cccc4c(-c5ccc(F)c(F)c5)coc34)cc2)CC1 | -44%
Cc1ccc(CN2CCC[C@]3(N[C@H](c4ccc(C(F)(F)F)cc4)[C@@H]4C(=O)N(C)C(=O)[C@@H]43)C2=O)cc1 | 9%
Cc1ccc2nc3n(c(=O)c2c1)-c1cc2ccccc2cc1C(=O)NC3Cc1ccccc1 (configuration not stated) | -9%
COc1cccc(CNc2nc3cc(-c4ccc(C)cc4)sc3c(=O)n2C)c1OC | -10%
COc1cc(OC)nc(Nc2nc(C(N)Cc3ccc(F)cc3)cs2)n1 (configuration not stated) | -8%
O=C(COC(=O)/C=C/c1ccc2ccccc2n1)NNC(=O)c1ccccc1 | -66%
COc1ccc(-c2cccc(N3CCN(c4ccccn4)CC3)n2)cc1OC | -20%
CC(C)C[C@H]1CN(CCCC[C@H]2CNC(=O)C(=O)N2Cc2ccccc2)C(=O)C(=O)N1CC1CCCCC1 | 10%
Cc1ccccc1-c1cnc(C(O)c2ccc(F)cc2)[nH]1 (configuration not stated) | ?
O=C(Nc1nnc([C@@H]2C[C@H](O)[C@@H](CO)O2)s1)c1cccs1 | 1%
COc1ccc(-c2csc(C(O)c3cccc(Cl)c3)n2)cn1 (configuration not stated) | 15%
COc1ccc(Cl)cc1NC(=O)CN(C)C(=O)c1cn(-c2ccccc2)nc1-c1cccs1 | -70%
C[C@@H]1CN([C@@H](C)CO)C(=O)c2cc(Br)cnc2O[C@H]1CN(C)C(=O)Nc1ccc2c(c1)OCO2 | 0%
COc1ccc(C(C)(O)c2nc(-c3ccc(OC)nc3)cs2)cc1 (configuration not stated) | -8%
Cc1ccc(-c2nc3cnccn3c2Nc2ccc(C(C)C)cc2)o1 | -7%
Cc1cccc(NC(=O)COC(=O)c2c(-c3ccccc3)noc2C)c1 | -30%
c1ccc2c(-c3cccc4nccn34)cncc2c1 | -6%
CCc1nc2ccc(C(=O)Nc3cc(-c4ccccc4)ccc3OC)cn2c1N(CC)CCN(C)C | -16%
O=C(NCCCN1CCCC1)c1ccc2c(c1)N(Cc1cccc(Cl)c1)C(=O)c1ccccc1S2(=O)=O | -14%
O=C(COC(=O)c1ccc(S(=O)(=O)N2CCOCC2)cc1)NCc1ccco1 | -2%
O=S(=O)(c1ccc(Br)cc1)N1CCN(c2nc(-c3cccs3)nc3ccccc23)CC1 | 2%
C[C@@H]1CNC(=O)c2c(C(=O)NCC(=O)OC(C)(C)C)ncn21 | 22%

As entered above:
O=C(COC(=O)c1ccc(S(=O)(=O)N2CCOCC2)cc1)NCc1ccco1 in BRCA1 expr up has -2%
CN1CCN(c2ccc(CNC(=O)c3cccc4c(-c5ccc(F)c(F)c5)coc34)cc2)CC1 in BRCA1 expr up has -44%

Following part:
SMILES | BRCA1 expr up
CCC(=O)N1Cc2cc(C(=O)N(C)C)nc(-c3cccc(-c4cncnc4)c3)c2[C@@H]1CCO | -3%
Cc1ccc(CNC(=O)C2(C)CCN2C(=O)Cc2ccc(-c3ccccc3)cc2)cc1 (configuration not stated) | -34%
COc1ccc(C(C)(NC(C)=O)c2nc(-c3ccc(F)c(Cl)c3)cs2)cc1 (configuration not stated) | -13%
O=C(NC(c1ccc(-c2ccccc2)cc1)c1cnccn1)C1CCN(Cc2ccc(Cl)c(Cl)c2)CC1 (configuration not stated) | 0%
COc1cc(NCCCCC(C)N)c2nccc(C)c2c1 (configuration not stated) | -75%
C[C@H]1CN([C@@H](C)CO)C(=O)CCCn2nncc2CO[C@@H]1CN(C)Cc1cccc(O)c1 | 1%
O=C(O)c1c(Cl)c(Cl)c(Cl)c(Cl)c1C(=O)OCC1CCCO1 (configuration not stated) | -7%
COc1ccc(N2C(c3cc(OC)cc(OC)c3)=Cc3ccccc3C2CC(C)=O)cc1 (configuration not stated) | -10%
O=C1NC(Cc2ccc(O)cc2)c2nc3cc(F)ccc3c(=O)n2-c2ncccc21 (configuration not stated) | -6%
C[C@@H]1CN([C@H](C)CO)C(=O)CCCn2cc(nn2)CO[C@H]1CN(C)C(=O)C1CC1 | 10%
CCCCCC(=O)N1C[C@@H](O)[C@H](n2cc(-c3ccc(F)cc3)nn2)C[C@@H]1c1ccccc1 | 0%
COCCNC(=O)C1CCCN(Cc2ccc(C(C)C)cc2)CC1 (configuration not stated) | 3%
S=C1SC2(CCCCCC2)NC2=C1CCCCC2 | -27%
C#CCn1cc2c(c1-c1ccccc1)c(=O)n(C)c(=O)n2C | -5%
CCOC(=O)c1cc(OC)c2cccc(CN3CCC(C)(C(=O)NCCOC)C3)c2c1 (configuration not stated) | 15%
C[C@H](CO)N1C[C@H](C)[C@@H](CN(C)S(=O)(=O)c2ccc(Oc3ccccc3)cc2)OCc2cn(nn2)CCCC1=O | -4%
c1ccc2c(c1)oc1c(-c3ccc4nccn4c3)cccc12 | -15%
O=C(Nc1nnc([C@H]2C[C@H](O)[C@@H](CO)O2)s1)Nc1cccc(Cl)c1Cl | 68%
O=C(NCCO)c1cccc(-c2cccc3nncn23)c1 | 14%
COc1ccc(-c2cc3nc(NCCCN(C)C)n(C)c(=O)c3s2)cc1OC | 11%
CCCS(=O)(=O)NC(=O)C1(C)CCN(C(=O)Cc2ccc(OC)c(OC)c2)C1 (configuration not stated) | 0%
C[C@@H]1CN([C@H](C)CO)C(=O)CCCn2nncc2CO[C@H]1CN(C)S(=O)(=O)c1cn(C)cn1 | 6%
CSCCC(C(=O)Nc1c(C)cccc1C)N1CCC(Cc2ccccc2)CC1 (configuration not stated) | -14%
COc1cccc(C(C)(O)c2nc(-c3cccc(NC(C)=O)c3)cs2)c1 (configuration not stated) | -15%
CC(=O)Nc1cccc(NC(=O)c2ccc(S(=O)(=O)NCc3ccco3)cc2)c1 | -19%
(listing goes on)
SMILES | BRCA1 expr up
CCCCCCCCN1C(=O)[C@H](CC(=O)N2CCCCC2)C[C@@]2(C(=O)OC)CCCCC=C12 | -4%
CC1(C(=O)NS(=O)(=O)c2ccc(C#N)cc2)CCN1C(=O)c1cccc(F)c1 (configuration not stated) | 10%
CCCC1OC2C[C@@H]3[C@H]4CCC5=CC(=O)C=C[C@]5(C)[C@H]4C(O)C[C@]3(C)[C@]2(C(=O)CO)O1 (some centres not stated) | -7%
O=C1NC[C@@H](CCCCN2C[C@H](Cc3ccc(O)cc3)N(CCc3ccccc3)C(=O)C2=O)N(CCc2ccc(O)cc2)C1=O | 4%
c1ccc2c(C(c3nnnn3-c3ccc4c(c3)OCCO4)N3CCOCC3)ccnc2c1 (configuration not stated) | 15%
Cc1ccc(C(O)c2ncc(-c3ccc(C(F)(F)F)cc3)[nH]2)cc1F (configuration not stated) | 0%
O=C(NCCCn1cccn1)c1cc(COc2ccccc2)on1 | 11µM*
COc1ccc(OC)c(NC(=O)Nc2nc(C(N)c3ccccc3Cl)cs2)c1 (configuration not stated) | -31%
S=C1SCN(Cc2cccs2)CN1Cc1cccs1 | -32%
CSc1ccc(CN2C(=O)C(F)(F)Oc3c(C(C)=O)cccc32)cc1 | 7%
Cc1ccccc1-c1nc2ccccc2c(=O)o1 | -17%
O=C1NN=C2CCCCCC12 (configuration not stated) | 0%
N#CC(=C1C=C(Br)C(=NO)C=C1Cl)c1cccc2ccccc12 | -67%
CCN1C(=O)[C@H]2[C@@H](c3ccc(C(F)(F)F)cc3)N[C@]3(CCCN(Cc4ccccc4)C3=O)[C@H]2C1=O | -10%
COc1ccccc1NC(=O)COC(=O)c1ccc2c(=O)n3c(nc2c1)CCC3 | 1%
COCCN(C(=O)COC(=O)Cc1ccc(Cl)cc1)c1c(N)n(Cc2ccccc2)c(=O)[nH]c1=O | 0%
O=C1c2ccccc2C(=O)N1c1nc(-c2ccc(Cl)cc2)cs1 | 0%
CCCS(=O)(=O)NC(=O)C1(C)CCN(C(=O)c2cccc(OC(F)(F)F)c2)C1 (configuration not stated) | 0%
NC(c1csc(Nc2nncc3ccccc23)n1)c1ccccc1Cl (configuration not stated) | -2%
CCCCNC(=O)OC1CC2CC1[C@H]1CCCCN1C2=O (some centres not stated) | 21%
CSc1cccc(CNC(=O)C2CCC(=O)N(CCc3ccccc3)C2)c1 (configuration not stated) | 62%
Cc1ccc(OCCNC(=O)[C@H]2O[C@@H](n3ccc(=O)[nH]c3=O)[C@H](O)[C@@H]2O)cc1C | 11%
CC1CCCC(C)N1CCCNC(=O)C1CCCN(S(=O)(=O)N2CCCCC2)C1 (configuration not stated) | 2%
Cc1cc(=O)c2ccc(NC(=O)c3ccccc3)cc2[nH]1 | 32%
C[C@H](O)CNC(=O)c1[nH]cnc1C(=O)Nc1ccc(CNC(=O)OC(C)(C)C)cc1 | -13%
More structures
SMILES | BRCA1 expr up
C[C@@H]1CN([C@@H](C)CO)S(=O)(=O)c2ccc(-c3ccc(C(=O)N(C)C)cc3)cc2O[C@@H]1CN(C)Cc1ccccc1C(=O)O | 8%
O=C(Nc1ccc2c(c1)OCO2)c1ccc2sc([C@H]3C[C@H](O)[C@@H](CO)O3)nc2c1 | 8.9µM*
CCNC(=O)C1CCCN(Cc2ccc(C(=O)OCC)cc2)CC1 (configuration not stated) | 0%
COc1cc(CN2C(=O)C(C)ON=C2c2ccccc2F)cc(OC)c1 (configuration not stated) | -10%
Cc1ccc(N2CC(O)CSC2=Nc2ccccc2)cc1 (configuration not stated) | -3%
CCc1nc2c(OCC3CCCCC3)cccn2c1N(C)C(=O)c1ccccc1F | -9%
C[C@H]1CN(CCc2ccccc2)C(=O)[C@@H]1CC(=O)Nc1ccc(Br)cc1 | 2%
Cc1ccc(-c2cnc3cccnn23)cc1F | 20%
CC(=O)C(=Cc1cccc(C#N)c1)C(=O)c1ccccc1 | -16%
COC(=O)C[C@H]1C[C@H]2c3cc(NS(=O)(=O)c4cccc(OC)c4)ccc3O[C@H]2[C@@H](CO)O1 | -1%
CCOC(=O)C1=NOC2(C1)C(=O)Nc1ccc(OC)cc12 (configuration not stated) | 21%
Cc1cccc(C)c1-n1nnnc1C(c1ccnc2ccccc12)N1CCOCC1 (configuration not stated) | -9%
CCN1C(=O)C(=CC=CN(C)c2ccccc2)SC1=S | 2.5µM*
CCc1ccc(C(O)c2ncc(-c3cccc(F)c3)[nH]2)cc1 (configuration not stated) | 3%
Cc1ccc(-c2nc3c(C)cc(Br)cn3c2Cc2ccccc2)cc1 | 7%
CCSCC(C)(C)n1[nH]c2ccccc2c1=O | 5%
NC(=O)C1CCN(C(=O)c2ccc3ncsc3c2)CC1 | 3%
COC(=O)[C@]12CCCCC=C1N(Cc1ccco1)C(=O)[C@H](CC(=O)NCc1cccs1)C2 | -8%
COC(=O)c1cccc(CC2(C)C(=O)Nc3ccc(OC(F)(F)F)cc32)c1 (configuration not stated) | -35%
CC(=O)Nc1cc(-c2cccc(C(=O)NCCO)c2)cn2c(-c3ccc(F)c(Cl)c3)cnc12 | -10%
COc1ccc([C@@H]2C[C@H]3[C@@H](CN2S(=O)(=O)c2ccccc2)C(=O)C[C@@H](c2cccc(Cl)c2)N3S(=O)(=O)c2ccc(C)cc2)cc1 | -9%
COc1cccc(-c2oc3c(c2C#CCCO)C(O)CCC3)c1 (configuration not stated) | 20%
O=C(Nc1cccc(C(F)(F)F)c1)C1Cc2c(-c3ccccc3)ccnc2O1 (configuration not stated) | -9%
CN(C)CCCOc1ccc(-c2ccc3nncn3c2)cn1 | 8%
C#CCN(C[C@H]1[C@H](OC(=O)NCc2ccccc2F)[C@H](OC(=O)NCc2ccccc2F)C[C@@H](C(=O)OC)[C@H]1C(=O)OC)S(=O)(=O)c1ccc(C)cc1 | -15%
Carrying on.
SMILES | BRCA1 expr up
Cc1noc(C)c1S(=O)(=O)Nc1ccc2c(c1)C(=O)N([C@H](C)CO)C[C@H](C)[C@@H](CN(C)C(=O)CCCN(C)C)OCCCC[C@@H](C)O2 | -10%
CCOc1ccc(Oc2ccccc2NC(=O)CCc2nc3ccccc3c(=O)[nH]2)cc1 | -26%
COc1ccc(NC(=O)c2ccc(-c3c(C)noc3C)c3ccoc23)cc1 | 0%
O=C1COc2ccccc2C(c2nc3ccccc3[nH]2)N1C1CC1 (configuration not stated) | 14%
O=C(NCc1ccccc1Cl)[C@H]1CCCN1C(=O)[C@H]1CCCN1C(=O)c1ccc(Cl)cc1 | -9%
O=C(/C=C/c1cccc(Cl)c1)OCC(=O)c1ccc[nH]1 | 11%
O=C(Nc1cc(Br)ccc1F)c1nc[nH]c1C(=O)NCc1ccccc1 | -6%

Reprinted at random: two records from the list.
SMILES | BRCA1 expr up
c1ccc2c(-c3cccc4nccn34)cncc2c1 | -6%
COCCNC(=O)C1CCCN(Cc2ccc(C(C)C)cc2)CC1 (configuration not stated) | 3%

Of the compounds above, nine contain a furan ring, fused or not:
SMILES | BRCA1 expr up
CC(O)(c1ccc(F)c(F)c1)c1nc(-c2cc3ccccc3o2)cs1 (configuration not stated) | -27%
CN1CCN(c2ccc(CNC(=O)c3cccc4c(-c5ccc(F)c(F)c5)coc34)cc2)CC1 | -44%
Cc1ccc(-c2nc3cnccn3c2Nc2ccc(C(C)C)cc2)o1 | -7%
O=C(COC(=O)c1ccc(S(=O)(=O)N2CCOCC2)cc1)NCc1ccco1 | -2%
c1ccc2c(c1)oc1c(-c3ccc4nccn4c3)cccc12 | -15%
CC(=O)Nc1cccc(NC(=O)c2ccc(S(=O)(=O)NCc3ccco3)cc2)c1 | -19%
COC(=O)[C@]12CCCCC=C1N(Cc1ccco1)C(=O)[C@H](CC(=O)NCc1cccs1)C2 | -8%
COc1cccc(-c2oc3c(c2C#CCCO)C(O)CCC3)c1 (configuration not stated) | 20%
COc1ccc(NC(=O)c2ccc(-c3c(C)noc3C)c3ccoc23)cc1 | 0%

Screening results from PubChem BioAssay.

An excerpt; count on the stated rates, not on these rows.
